aSyn rescue – inhibitors of alpha-synuclein toxicity in yeast. hit rate 0.14% among 370,000. Potency, µM (highest dose often 46.1 µM), for the others: top-dose growth rescue (activation), actives largely listed as activators. Yeast expressing alpha-synuclein, growth rescue, BacTiter-Glo, 24 h; note: % of control where 0% means no effect; nearly all actives have a fitted effect of over 65% in size
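Screening used galactose-induced yeast with toxic alpha-synuclein levels, exposed to compound for 24 hr at 30 deg C. Cell growth, read with BacTiter-Glo luminescence, gave the measured signal.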
EPAC2 antagonist – EPAC2 (human) antagonism | Q8WZA2 | EPAC2 GEF exchange of Rap1B-BODIPY-GDP, fluorescence | Potency, µM (titrated, usually from 114 µM), for inactives: at the highest dose activity, negative = inhibition, most hits filed as inhibitors | hit rate 0.18% among 360,000; note: % is set by controls: 0 for no effect and ±100 for the full control effect; nearly all actives have a fitted effect of over 45% in size; many of its hits are not listed in these tables
PTHR1 agonist – agonists of human PTHR1 parathyroid hormone receptor; hit rate 0.075% among 410,000; HEK293 GP2 PTHR1 cells, GloSensor cAMP luminescence, 1 h; Potency, µM (titrated, usually from 115 µM), inactives show at the top dose activation, most hits filed as activators; note: nearly all actives have a fitted effect of over 55% in size; some results filed as inactive show a strong effect at the top dose; inactives centre near -15; many of its hits are not listed in these tables
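HEK-293-derived GP2 cells expressing PTHR1 and a GloSensor cAMP reporter, 3,000/well, plated overnight, given luciferin plus IBMX (each 0.5 mM as added) for 1 h at 37 °C, then compound for 1 h at 37 °C. Luminescence was read after 15 min at room temperature.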
EPAC1 ag – agonists of human EPAC1; O95398; EPAC1 agonist qHTS, biochemical assay; response scale: 100% = response to 6.5 mM cAMP; Potency, µM (top dose mostly 154 µM), inactives show at the highest dose activation, hits mostly activators; hit rate 0.073% among 360,000; AID 720707; note: nearly all actives have a fitted effect of over 60% in size
Target sequence (O95398 whole entry, looked up): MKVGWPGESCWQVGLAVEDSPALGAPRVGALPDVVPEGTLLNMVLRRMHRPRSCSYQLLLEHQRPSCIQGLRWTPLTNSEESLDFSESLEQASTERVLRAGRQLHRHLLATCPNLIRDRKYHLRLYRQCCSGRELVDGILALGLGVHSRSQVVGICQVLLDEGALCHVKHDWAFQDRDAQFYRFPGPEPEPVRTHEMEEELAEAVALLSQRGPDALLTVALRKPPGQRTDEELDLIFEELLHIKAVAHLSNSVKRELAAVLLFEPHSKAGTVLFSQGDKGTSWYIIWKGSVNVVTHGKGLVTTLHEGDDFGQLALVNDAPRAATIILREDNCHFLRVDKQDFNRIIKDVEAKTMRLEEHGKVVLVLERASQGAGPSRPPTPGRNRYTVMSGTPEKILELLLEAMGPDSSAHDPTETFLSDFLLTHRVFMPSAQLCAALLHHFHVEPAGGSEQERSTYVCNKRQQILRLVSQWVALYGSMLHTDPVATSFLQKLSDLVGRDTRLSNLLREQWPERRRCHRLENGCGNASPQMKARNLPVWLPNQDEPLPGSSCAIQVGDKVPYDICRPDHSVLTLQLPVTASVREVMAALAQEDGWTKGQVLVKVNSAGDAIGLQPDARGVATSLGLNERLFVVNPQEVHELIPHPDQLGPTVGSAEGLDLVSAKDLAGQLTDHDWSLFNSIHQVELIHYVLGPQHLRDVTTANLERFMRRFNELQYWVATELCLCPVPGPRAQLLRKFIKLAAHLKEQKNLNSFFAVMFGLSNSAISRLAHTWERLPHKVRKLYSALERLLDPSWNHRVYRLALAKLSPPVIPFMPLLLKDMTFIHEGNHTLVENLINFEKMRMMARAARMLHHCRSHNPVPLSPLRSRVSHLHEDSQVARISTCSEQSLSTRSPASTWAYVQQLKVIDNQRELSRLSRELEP
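EPAC1 100 nM, Rap1B–BODIPY-GDP 250 nM, unlabeled GDP 50 uM; compound titration; 5 min RT; kinetic read ex480/em540 at 5-min intervals ×30 min; data normalized to 6.5 mM cAMP agonist control.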
EPAC2 agonist – agonists of human EPAC2 (RAPGEF4). EPAC2 activation, biochemical qHTS; response scale: 100% = 6.5 mM cAMP response. Q8WZA2. hit rate 0.079% among 360,000. Potency, µM (highest dose often 154 µM), for the others: at the highest dose activation, most hits filed as activators. AID 720711; note: nearly all actives have a fitted effect of over 50% in size
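Guanine nucleotide exchange by EPAC2 is measured as reduced fluorescence of BODIPY-GDP once it is released from 250 nM Rap1B. Plates are read kinetically for 30 min at room temperature; results are scaled to 6.5 mM cAMP.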
TDP43 rescue – inhibitors of TDP-43 toxicity in yeast; AID 652104; Potency, µM (doses to about 46.1 µM), without a hit: at the highest dose growth rescue (activation), most hits filed as activators; TDP-43 expressing yeast growth rescue, BacTiter-Glo, 24 h; hit rate 1.8% among 410,000; note: % of control where 0% means no effect; nearly all actives have a fitted effect of over 50% in size
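Yeast expressing TDP-43 (pregrown in raffinose, seeded at OD600=0.02 in galactose medium) exposed to compounds 24 hr at 30 deg C. Growth read by BacTiter-Glo luminescence; rescue of toxicity appears as increased signal.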
EPAC1 antag – antagonists of human EPAC1 | Potency, µM (doses to about 115 µM), for the others: at the highest dose activity change, negative = inhibition, actives largely listed as inhibitors | AID 720709 | O95398 | EPAC1 GEF assay, Rap1b-BODIPY-GDP exchange fluorescence | hit rate 0.14% among 360,000;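 note: plate controls were vehicle for no effect and positive control for full effect; nearly all actives have a fitted effect of over 50% in size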
FUS yeast rescue – FUS proteinopathy suppression in yeast; S. cerevisiae FUS-expressing, growth rescue, OD600, 24 h; Potency, µM (doses to about 76.6 µM), for inactives: at the highest dose growth rescue (activation), most hits filed as activators; hit rate 0.24% among 390,000;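 note: plate controls were DMSO vehicle for no effect and reference control for full effect; nearly all actives have a fitted effect of over 55% in size; some results filed as inactive show a strong effect at the top dose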
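Cultures pregrown in 2.5% raffinose medium are shifted to minimal medium containing 2% galactose to express toxic FUS. Compounds are tested at several concentrations. After 24hr at 30C, growth is quantified at 600 nm absorbance.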
An asterisk follows results filed as active; i = inactive; u = inconclusive; x = not tested or not shown; & = joins results of further samples; ! = repeats disagree; [ ] = another dose, or the depositor's remark. Calls come from the whole dose curve; as a rule, active = well fitted curve in the direction sought with a large enough effect; inconclusive = small, poorly fitted or top-dose-only effect, or another doubt; inactive = no such curve, though single readings can be large; an effect the other way counts as inactive or inconclusive. Potency is the fitted concentration of half-maximal effect. A portion of the library, so the mix of outcomes need not match the whole.

SMILES	aSyn rescue	EPAC2 antagonist	PTHR1 agonist	EPAC1 ag	EPAC2 agonist	TDP43 rescue	EPAC1 antag	FUS yeast rescue
COc1ccc(-c2oc3c(c2C#CC(C)(C)O)C(OCCO)CC3)cc1 (centres undefined)	-14%	-9%	-24%	2%	4%	u	4%	5%
CCCCn1c(CNC(=O)Cc2ccccc2)nc2ccccc21	u	0%	i	0%	-1%	22%	-3%	-11%
CC(CN(C)Cc1ccccc1)OC(=O)C1COc2ccccc2O1 (centres undefined)	0%	3%	-20%	5%	4%	0%	-7%	-17%
Cc1ccc(S(=O)(=O)N2CCCCC2)cc1NC(=O)CSc1nnc(N)s1	-7%	7%	-21%	-2%	18%	7%	-23%	-11%
CCN1C(=O)C(CC(=O)Nc2ccc(OC)cc2)N(CCc2ccc(OC)cc2)C1=S (centres undefined)	u	-25%	i	0%	13%	16%[9.22 µM]	-25%	32%
CCn1cc(C(C)NC(=O)COc2ccc(Cl)cc2C)c(C)n1 (centres undefined)	0%	9%	i	-9%	2%	-14%	1%	12%
Cc1nc2ccc(NC(=O)COc3ccccc3C)cc2s1	-3%	-2%	i	10%	-2%	u	0%	-12%
O=C(c1ccco1)N(CC1CCCO1)c1nc(-c2ccccc2)cs1 (centres undefined)	-2%	-2%	u	26%	20%	-15%	1%	36%
C[C@H]1CN([C@@H](C)CO)C(=O)c2cccc(NS(=O)(=O)c3cn(C)cn3)c2O[C@H]1CN(C)S(C)(=O)=O	2%	3%	7%	-2%	6%	-6%	-20%	-5%
COc1ccc(/C=C(/NC(=O)c2ccc(OC)c(OC)c2)C(=O)NCCc2c[nH]c3ccccc23)cc1	3%	-3%	i	7%	2%	-11%	-14%	x
Cc1cccc(-c2oc3ccc(-c4ccc5c(c4)OCO5)cc3c2-c2ccc(OC3CCCCO3)cc2)c1 (centres undefined)	0%	-26%	i	7%	-10%	10%	16%	-10%
CC(=O)c1cc(C#N)c(Oc2ccccc2)nc1C	-1%	-1%	-31%[inhibitor]	4%	3%	12%	1%	x
CC[C@]12c3[nH]c4cc(CCC(=O)N(C)C)ccc4c3CCN1C(=O)[C@@H](CC(=O)NCCc1ccccn1)C[C@@H]2C(=O)N1CCN(C(=O)c2ccco2)CC1	1%	7%	-22%	1%	0%	20%	13%	-13%
O=C(O)c1ccccc1-c1cc2ccccc2[nH]1	2%	6%	i	0%	-1%	-3%	10%	9%
COCCn1c(C)cc(C(=O)CSc2nncn2-c2ccccc2)c1C	14%	10%	-12%[57.5 µM]	-7%	-7%	8%	3%	20%
COc1ccc(N(CC(=O)NCCSc2ccccc2)S(=O)(=O)c2ccccc2)cc1OC	0%	-8%	18%	4%	1%	-4%	u	24%
Cc1ccccc1OCC(=O)OCC(=O)NC1CCCC(C)C1C (centres undefined)	0%	5%	-14%	-7%	3%	18%	-5%	14%
COCCCNC(=O)COc1ccc(Br)cc1Cl	5%	4%	-20%	8%	0%	11%	7%	x
CN1OC[C@@H]2CN(Cc3ccccc3)[C@H](c3cccc(Oc4ccccc4)c3)C[C@@H]21	5%	4%	-17%	2%	5%	10%	5%	13%
O=C(OC1CCOC1=O)c1cncc(Br)c1 (centres undefined)	7%	0%	i	6%	-2%	-6%	-10%	8%
COCCn1c(SCC(=O)NC2CCCC2)nnc1C(C)C	-3%	1%	-22%	10%	13%	-20%	2%	3%
CN(Cc1cccs1)C(=O)CCc1c[nH]c2ccccc12	0%	-5%	i	-1%	0%	17%	-8%	u
Cc1ccc(C(=O)NC(C(=O)Nc2cccc(S(N)(=O)=O)c2)C(C)C)cc1 (centres undefined)	-3%	3%	i	13%	1%	-20%	-16%	15%
COc1cc(C(C)=O)ccc1OCC(=O)N1CCCC1c1ccc2c(c1)OCCCO2 (centres undefined)	2%	7%	i	0%	4%	0%	5%	-2%

Arranged by value in EPAC2 antagonist (low to high): three of the compounds above.
canonical_smiles | EPAC2 antagonist
COc1ccc(-c2oc3c(c2C#CC(C)(C)O)C(OCCO)CC3)cc1 (centres undefined) | -9%
CC[C@]12c3[nH]c4cc(CCC(=O)N(C)C)ccc4c3CCN1C(=O)[C@@H](CC(=O)NCCc1ccccn1)C[C@@H]2C(=O)N1CCN(C(=O)c2ccco2)CC1 | 7%
CCn1cc(C(C)NC(=O)COc2ccc(Cl)cc2C)c(C)n1 (centres undefined) | 9%

Carrying on.
SMILES	aSyn rescue	EPAC2 antagonist	PTHR1 agonist	EPAC1 ag	EPAC2 agonist	TDP43 rescue	EPAC1 antag	FUS yeast rescue
COc1ccc(OC)c(NC(=O)COc2ccc(Br)cc2)c1	3%	-20%	i	-4%	-8%	11%	8%	9%
COc1cccc(-c2nn3c(-c4cc(C)[nH]n4)nnc3s2)c1	0%&-18%	-7%	-15%	0%	-3%	4%	11%	-13%
CCOc1ccc(S(=O)(=O)NCc2cccnc2)cc1C	-3%	15%	-1%	-1%	-2%	-15%	-5%	-6%
CCOC(=O)NC(NCCc1ccccc1)(C(F)(F)F)C(F)(F)F	0%	11%	1%	-5%	6%	-23%	12%	19%
CCOC(=O)C(N)CSC1CC(=O)N(c2ccc(C(=O)OC)cc2)C1=O (centres undefined)	16%	6%	11%[57.5 µM]	6%	9%	-12%	11%	23%
Cc1ccc(N2CC(C(=O)Nc3cccc(F)c3)CC2=O)cc1 (centres undefined)	2%	-2%	i	6%	4%	-12%	0%	-7%
CC1=C(C(=O)OCc2ccccc2)C(c2ccc(Br)cc2)NC(=O)N1CCCCCC(=O)O (centres undefined)	12%	-21%	i	-4%	-1%	10%	-7%	0%
S=C1NCN(CCc2ccccc2)CN1Cc1ccccc1	-8%	11%	i	-12%	13%	1%	8%	15%
O=[N+]([O-])c1cc([N+](=O)[O-])c(Oc2cncc(Cl)c2)cc1NN1CCCCC1	0%	-3%	i	8%	-2%	19%	-29%	-7%
COc1ccc(NC(=O)CN(C)C(=O)c2csc3c2CCCC3)cc1	2%	1%	-46%[inhibitor]	-7%	0%	-16%	10%	8%
COc1ccc(NC(=O)CN(c2cc(C)cc(C)c2)S(=O)(=O)c2c(C)noc2C)cc1	-2%	-2%	i	-10%	1%	3%	-2%	-10%
Oc1ccc(/C=N/Nc2cc(N3CCCC3)nc(N3CCCC3)n2)cc1O	0%	-4%	i	-14%	-10%	12%	1%	28%
Cc1cccn2c(=O)c(C(=O)NCCCN3CCCCC3C)c(O)nc12 (centres undefined)	1%	1%	-17%&-15%	-5%	-1%	-9%&-25%	-13%	17%&-19%
CCOc1ccc(NC(=O)CN2CCN(CC(=O)Nc3ccc(C(=O)OC)cc3)CC2)cc1	2%	-1%	i	8%	-6%	17%	-6%	-10%
Oc1ccc2ccccc2c1C=NNc1ccccn1	u	-20%	-82%[inhibitor]	4%	8%	u	-17%	x
Cc1cc(N)ccc1NC(=O)CN1CCOCC1	3%	-1%	i	6%	0%	-15%[1.82 µM]	-3%	7%
CCOC(=O)c1cc(OC(=O)c2cc(Cl)ccc2OC)n(-c2ccccc2)n1	-36%[inhibitor]	x	i	x	x	22%	x	2%
O=C(CC1CC2CCC1C2)N1CCN(S(=O)(=O)c2ccccc2C(F)(F)F)CC1 (centres undefined)	4%[1.84 µM]	-14%	-24%	-12%	12%	22µM*	9%	u
CC1CCN(C(=O)CSc2nnc(CNC(=O)c3c(F)cccc3F)o2)CC1	22%	-1%	-22%	-10%	-4%	19%	-13%	x
NNC(=O)CCN1CCN(C(c2ccccc2)c2ccccc2)CC1	-2%	18%	i	-7%	-3%	-21%[0.397 µM]	25%	20%
O=C(NCCc1csc(-c2ccc(Cl)cc2)n1)c1ccco1	-14%	-19%	-54%[inhibitor]	11%	3%	16µM*!	-27%	-10%&-3%
Cc1ccc(NC(=O)c2ccc(Cl)c(S(=O)(=O)Nc3c(C)n(C)n(-c4ccccc4)c3=O)c2)cc1Cl	0%	-1%	-33%[inhibitor]	3%	-6%	17%	-10%	28%
CCN(C(=O)Cn1c(=O)oc2cc(S(=O)(=O)N3CCOCC3)ccc21)c1ccccc1	0%	1%	i	14%	7%	10%	-2%	7%
CC(C)[C@H](Nc1ccc(S(=O)(=O)N2CCOCC2)cc1[N+](=O)[O-])C(=O)OCC(N)=O	1%	0%	i	3%	-8%	16%	4%	x
O=C(Nc1ccc(Cl)cc1)C1Cc2c(-c3ccc4c(c3)OCO4)ccnc2O1 (centres undefined)	17%	3%	-50%[inhibitor]	-9%	13%	u	-6%	40%
COc1ccc(C(C(=O)NC(C)(C)C)N(CCc2ccc(OC)c(OC)c2)C(=O)CCC(=O)Nc2cc(C)on2)cc1 (centres undefined)	5%	-12%	-5%	-10%	0%	2%	-11%	-6%
COc1ccc(S(=O)(=O)N2CCC[C@H]2C(=O)N2CCC[C@H]2C(=O)N[C@H](C)c2ccccc2)cc1C	-8%	9%	i	-15%	6%	13%	-15%	14%
O=C(O)c1cc(S(=O)(=O)Nc2ccccc2C(=O)O)ccc1O	-4%	-2%	i	11%	-10%	-1%	-10%	7%
CCCn1c2c(c(O)c(C(=O)Nc3ncccc3C)c1=O)CCCC2	8%	-1%	i	3%	-4%	0%	0%	9%
CC(=O)N1C[C@H]2CON(C)[C@H]2C[C@H]1c1ccc(-c2ccc(C#N)cc2)cc1	19%	9%	i	-7%	-9%	7%	4%	-12%
Cc1ccc(-c2[nH]nc3c2C(c2ccoc2)C(C#N)=C(N)O3)cc1C (centres undefined)	u	-9%	-28%[57.5 µM]	-6%	12%	-4%	-1%	22%
Cc1cc(NC(=O)c2ccccc2)c(Cl)cc1N	-1%	6%	-11%	-1%	3%	3%	12%	10%
Cc1cc(-c2ccccc2)cc(C)n1	-2%	0%	-14%	8%	12%	-13%	2%	-19%
O=C(N=C1c2ccccc2CN1c1ccccc1)c1cccc([N+](=O)[O-])c1	-14%	6%	5%	13%	24%	-17%	9%	x
CCOC(=O)CSC1=C(C#N)C(c2ccccc2OCC)C(C(=O)OCC)C(=O)N1 (centres undefined)	1%	0%	-3%[57.5 µM]	2%	-3%	-5%	-1%	16%

One compound at a time, from the list above. Order of values: aSyn rescue | EPAC2 antagonist | PTHR1 agonist | EPAC1 ag | EPAC2 agonist | TDP43 rescue | EPAC1 antag | FUS yeast rescue
O=C(O)c1cc(S(=O)(=O)Nc2ccccc2C(=O)O)ccc1O across the screens: -4% | -2% | i | 11% | -10% | -1% | -10% | 7%
Cc1cc(-c2ccccc2)cc(C)n1 across the screens: -2% | 0% | -14% | 8% | 12% | -13% | 2% | -19%

Compound activity deposited in PubChem by National Center for Advancing Translational Sciences (NCATS).
